E-sel inducer: E-selectin induction on HUVECs; P16581; HUVEC E-selectin immunofluorescence imaging; normalized: neutral wells 0, TNF-alpha wells 100; activation, % at 7.58 µM; 0.37% of 260,000 active;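 active = mean E-selectin-positive cell signal at least 10% of the positive control, reached in at least 60% of replicates, without over 20% cell loss; inconclusive = no rule given, readout overlaps actives, possibly toxicity-flagged; inactive = the rest, including those meeting only one limit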;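 note: in these data hits start at about 27%; measured in HUVEC primary endothelial cells; signal is the percent of cells scored E-selectin positive by PE staining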
Target sequence (P16581 whole entry, looked up): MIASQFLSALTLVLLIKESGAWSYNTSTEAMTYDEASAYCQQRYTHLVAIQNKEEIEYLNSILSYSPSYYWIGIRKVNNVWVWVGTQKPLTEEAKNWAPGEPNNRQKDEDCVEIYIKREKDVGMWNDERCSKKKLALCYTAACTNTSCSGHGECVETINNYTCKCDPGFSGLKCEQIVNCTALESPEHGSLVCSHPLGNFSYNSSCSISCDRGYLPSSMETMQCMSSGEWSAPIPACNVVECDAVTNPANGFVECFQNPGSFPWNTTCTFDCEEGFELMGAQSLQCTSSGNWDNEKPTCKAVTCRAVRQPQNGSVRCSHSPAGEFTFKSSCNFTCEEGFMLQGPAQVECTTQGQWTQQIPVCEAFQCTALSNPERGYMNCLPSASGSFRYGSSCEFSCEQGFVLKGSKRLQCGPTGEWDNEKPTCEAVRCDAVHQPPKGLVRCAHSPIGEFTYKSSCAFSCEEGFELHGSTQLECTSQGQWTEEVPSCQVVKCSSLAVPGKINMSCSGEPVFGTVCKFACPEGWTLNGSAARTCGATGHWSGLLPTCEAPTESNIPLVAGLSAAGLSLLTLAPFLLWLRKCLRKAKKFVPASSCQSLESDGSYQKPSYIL
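Test system: HUVEC; input: 3,000 HUVEC/well; measured by: immunofluorescence imaging; read-out: % PE-positive cells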
esBAF inh: inhibitors of esBAF chromatin remodeling in mouse ES cells; Bmi1-luciferase knock-in reporter, 24 h; 100% = twice the neutral-well signal; AID 602393; reporter increase, % at 12.5 µM; 2% of 350,000 active; in the data active = activation above about 40%; inconclusive = no clear call, values can overlap the other calls;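 note: 0% = median of the plate's neutral control wells and 100% = double that signal; a rise in the Bmi1 reporter signal indicates esBAF inhibition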
ERp5 block: inhibitors of human ERp5; Q15084; ERp5 insulin aggregation, absorbance 650 nm, 90 min; inhibition, % at 9.99 µM; 0.05% of 350,000 active; AID 651711;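 active = mean replicate inhibition above about 25%, with every replicate also reaching it, limit read from the data, passing the limit was not always enough; inconclusive = only one of those two criteria met; inactive = neither criterion met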
S100A4 MyoIIA: inhibitors of human S100A4 binding to myosin IIA peptide | inhibition, % at 10.7 µM | S100A4/TAMRA-MyoIIA peptide fluorescence polarization | 0.14% of 360,000 active | P26447;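 active = mean inhibition of at least 70% across replicates, with every replicate also reaching that level; inconclusive = mean inhibition reaches 70% but some replicates fall short; inactive = mean inhibition below 70%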
Target sequence (P26447 whole entry, looked up): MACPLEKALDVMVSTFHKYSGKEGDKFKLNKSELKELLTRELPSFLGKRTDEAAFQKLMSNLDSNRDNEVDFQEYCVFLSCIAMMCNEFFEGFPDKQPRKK
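Test system – S100A4 monomer (human) · Compound – single-point compound testing · Schedule – 5 min incubation before reading · Probe or stimulus – TAMRA-labelled myosin IIA heavy-chain peptide probe, 5 nM · Benchmarks – neutral control DMSO, positive control TFP · Medium – Calcium-containing HEPES buffer, pH 7.2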
Xi reactivation: X-chromosome reactivation activator; XiGFP mouse fibroblasts, % GFP-positive cells imaging, 3 d; cells co-treated with 5-aza-dC sensitizer; scaled so ellipticine positive control = 100%; activation, % at 7.58 µM; 0.055% of 360,000 active;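 active = mean normalized replicate activation at least 10% and every replicate at or above 10%; inconclusive = only one of the two criteria met; inactive = mean below 10% and not all replicates reach 10%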;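 note: 0% = median of on-plate neutral control wells and 100% = ellipticine 6 µM median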
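Assay system – SV40-immortalized XiGFP fibroblast cells, line 68-5-11 · Buffer or medium – DMEM supplemented with 5-aza-dC as sensitizing agent · Dosing – one concentration, pinned · Benchmarks – positive control ellipticine, 6 µM final · Times – 3 days compound exposure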
RAD54 branch: blocks human RAD54 Holliday junction branch migration; FAM/BHQ fluorescence; 0.14% of 360,000 active; Q92698; AID 602329; inhibition, % at 10.4 µM;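 active = mean normalized replicate activity at least 40 and at least half of replicates scoring 40 or more; inconclusive = only one of the two criteria met; inactive = mean below 40 and under half of replicates reaching 40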;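 note: 0% = median of neutral control wells and 100% = median of positive control wells; inhibitors cause a drop in the FAM fluorescence signal; in these data hits start at about 50%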
ERAP1 HTS inh: inhibitors of human ERAP1 aminopeptidase; 0.15% of 340,000 active; inhibition, % at 10.7 µM; Q9NZ08; AID 652197; recombinant ERAP1, Leu-AMC fluorescence, 60 min;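 active = mean replicate inhibition of at least 30%, or all replicates individually reaching that 30% level; inactive = mean below 30% and not every replicate reaching it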;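 note: 0% = neutral control wells and 100% = L-leucinethiol positive control wells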
RAD52 inh: RAD52 (human) annealing inhibition. recombinant RAD52 DNA annealing, FRET fluorescence. inhibition, % at 18.7 µM. 0.46% of 360,000 active. AID 651710;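 active = every replicate showing at least 50% inhibition; inconclusive = mean inhibition at least 50% but not in every replicate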
* = called active by the depositor; & = joins results of further samples. Rows were taken by chance. About 2.5% of those tested had a hit in this group.

Screening CCOc1ccc(CCN2C(=S)N([C@@H](Cc3ccc(O)cc3)CN3CCC[C@@H]3CN3C(=S)NC[C@@H]3CC(C)C)C[C@@H]2Cc2ccc(O)cc2)cc1 returned E-sel inducer inconclusive, esBAF inh -24, ERp5 block 4, S100A4 MyoIIA 2, Xi reactivation -0.1, RAD54 branch -8 and RAD52 inh 67*.
`O=S(=O)(c1ccc2ccccc2c1)N1CCCCC1` gave esBAF inh -6, ERp5 block 1, S100A4 MyoIIA 2, RAD54 branch 0, ERAP1 HTS inh 1 and RAD52 inh -10.
For O=C(Nc1ccccc1Cl)c1cc[n+]([O-])cc1 the results were esBAF inh -6, ERp5 block 0, S100A4 MyoIIA -2, Xi reactivation 0.2, RAD54 branch -6, ERAP1 HTS inh 0 and RAD52 inh -8.
`COc1ccc(CN=C(Nc2ccccc2)SC2CC(=O)NC2=O)cc1` (stereo unspecified) gave E-sel inducer 0.2, ERp5 block 0, S100A4 MyoIIA -2, Xi reactivation -0.2, ERAP1 HTS inh 0 and RAD52 inh 8.
COC(=O)C1=C(C)N(Cc2ccccc2)C(=NCc2ccc(OC)cc2)N[C@H]1c1ccccc1 was read as E-sel inducer -0.1, esBAF inh -3, ERp5 block 3, S100A4 MyoIIA -7, Xi reactivation 0.0, RAD54 branch 6 and RAD52 inh 18.
Screening CCOC(=O)c1csc(NC(=O)C2=COCCO2)n1 returned E-sel inducer 0.0, esBAF inh 11, ERp5 block -5, S100A4 MyoIIA -1, Xi reactivation 0.0, RAD54 branch -20, ERAP1 HTS inh -2 and RAD52 inh -4.
COc1ccccc1-c1cnc2c(c1)C(=O)N([C@@H](C)CO)C[C@@H](C)[C@@H](CN(C)C(=O)c1ccncc1)O2 was read as E-sel inducer 4.5, esBAF inh -1, ERp5 block -1, S100A4 MyoIIA 14, Xi reactivation -0.1, RAD54 branch 1, ERAP1 HTS inh 1 and RAD52 inh -13.
`Cc1cccc(NC(=O)C2CCN(S(=O)(=O)c3cccc4nonc34)CC2)c1` gave esBAF inh 7, ERp5 block -1, S100A4 MyoIIA -2, Xi reactivation 0.0, RAD54 branch -4, ERAP1 HTS inh -2 and RAD52 inh -32.
Cc1[nH]n(-c2ccc([N+](=O)[O-])cc2)c(=O)c1/C=N/N1CCOCC1 was read as esBAF inh 10, ERp5 block 1, S100A4 MyoIIA -2, Xi reactivation 0.4, ERAP1 HTS inh 1 and RAD52 inh 1.
Screening COc1ccc([C@@H]2CC=C(C(=O)O)[C@H](c3ccccc3F)N2S(=O)(=O)c2ccc(C)cc2)cc1OC returned E-sel inducer -0.1, esBAF inh 7, ERp5 block 1, S100A4 MyoIIA -6, Xi reactivation 0.3, RAD54 branch -1, ERAP1 HTS inh 0 and RAD52 inh -14.
Screening O=C(C1=C[C@@H](C2CC2)C[C@@H](OCCCCO)O1)N1CCN(Cc2ccc3c(c2)OCO3)CC1 returned E-sel inducer -0.2, esBAF inh -1, ERp5 block -1&5, S100A4 MyoIIA 5&-7, Xi reactivation 0.1, RAD54 branch -2&6, ERAP1 HTS inh -2&-3 and RAD52 inh -9&-14.
`CCCCCCCCc1nc(SC(C)C(=O)O)n[nH]1` (stereo unspecified) gave E-sel inducer 0.9, ERp5 block 1, S100A4 MyoIIA 0, Xi reactivation 0.0, ERAP1 HTS inh -4 and RAD52 inh -14.
Screening CCNC(=S)N1CCN(Cc2ccc3c(c2)OCO3)CC1 returned ERp5 block 3, S100A4 MyoIIA -4, Xi reactivation 0.1, ERAP1 HTS inh -1 and RAD52 inh 1.
For COC(=O)c1sccc1NS(=O)(=O)c1ccccc1 the results were E-sel inducer 0.7, ERp5 block 3, S100A4 MyoIIA 1, Xi reactivation 0.2, RAD54 branch 5, ERAP1 HTS inh 4 and RAD52 inh 0.
`CCOC(=O)c1c(NC(C)=O)sc2c(OC)c(Br)ccc12` gave esBAF inh -6, ERp5 block 0, S100A4 MyoIIA 3, RAD54 branch 3, ERAP1 HTS inh -1 and RAD52 inh -17.
CC(C)(C)c1csc(NNC(=O)c2ccc(Cl)cc2)n1 was read as ERp5 block -1, S100A4 MyoIIA -5, Xi reactivation 0.0, RAD54 branch -7, ERAP1 HTS inh 1 and RAD52 inh -24.
`COc1ccc(-c2nc3ccc(C)cn3c2Cc2cccc(Cl)c2)cc1OC` gave E-sel inducer 0.1, esBAF inh 30, ERp5 block 3, S100A4 MyoIIA -3, Xi reactivation 0.0, RAD54 branch -8, ERAP1 HTS inh -2 and RAD52 inh -83.
CCN(C(=O)c1cc(Cl)ccc1Cl)C1CCS(=O)(=O)C1 (stereo unspecified) was read as E-sel inducer 0.2, ERp5 block 1, S100A4 MyoIIA -3, Xi reactivation -0.1, RAD54 branch 5, ERAP1 HTS inh -1 and RAD52 inh -4.
Screening Cc1ccccc1S(=O)(=O)N1CC[C@@H]2[C@@H](CO)N(C)c3ccc(-c4ccccc4)cc3[C@@H]21 returned E-sel inducer -0.4, esBAF inh 0, ERp5 block -2, S100A4 MyoIIA -5, Xi reactivation 0.0, RAD54 branch 3, ERAP1 HTS inh -1 and RAD52 inh -3.
For Nc1nc(N2CCN(c3ccc(F)cc3)CC2)n[nH]1 the results were E-sel inducer 15, ERp5 block -5, S100A4 MyoIIA -2, Xi reactivation 0.0, ERAP1 HTS inh 1 and RAD52 inh 0.
Screening Cc1cc(NC(=O)CN2CCN(c3cccc(Cl)c3)CC2)no1 returned ERp5 block 4, S100A4 MyoIIA -29, Xi reactivation 0.1, ERAP1 HTS inh 0 and RAD52 inh -23.
`CN(CC(O)Cn1cnc2c1c(=O)n(C)c(=O)n2C)c1ccccc1` (stereo unspecified) gave E-sel inducer -1.8, ERp5 block 0, S100A4 MyoIIA 5, Xi reactivation 0.3, ERAP1 HTS inh -1 and RAD52 inh 2.
For Cc1cc(O)ccc1N=Cc1c(C(F)(F)F)[nH][nH]c1=O the results were E-sel inducer -1.0, ERp5 block 3, S100A4 MyoIIA 11, Xi reactivation 0.1, ERAP1 HTS inh 2 and RAD52 inh -4.
For CCOC(=O)C1=NNC(C(=O)c2ccc(Cl)cc2)C1c1ccc(OC)cc1 (stereo unspecified) the results were E-sel inducer inconclusive, ERp5 block 2, S100A4 MyoIIA -4, Xi reactivation 0.0, ERAP1 HTS inh 1 and RAD52 inh -20.
Screening COc1ccc(/C=N/n2c(-c3cc(C)[nH]n3)n[nH]c2=S)cc1OC returned ERp5 block 6, S100A4 MyoIIA 19, Xi reactivation 0.0, RAD54 branch -3, ERAP1 HTS inh 12 and RAD52 inh -19.
COc1ccc(C(=O)NC2CC2)cc1OC1CCN(Cc2ccc(SC)cc2)CC1 was read as esBAF inh -5, ERp5 block 1, S100A4 MyoIIA -6, Xi reactivation 0.0, RAD54 branch 2, ERAP1 HTS inh -2 and RAD52 inh -21.
CCC(C)C(NC(=O)C(CC(C)C)NC(=O)C(CO)NC(=O)C1CCC(=O)N1)C(=O)OC (stereo unspecified) was read as E-sel inducer -0.3, esBAF inh -4, ERp5 block 3, S100A4 MyoIIA -6, Xi reactivation 0.2, ERAP1 HTS inh -5 and RAD52 inh -5.
`COc1ccc(F)cc1S(=O)(=O)N1CCc2ccccc2C1` gave E-sel inducer 0.0, esBAF inh -6, ERp5 block 7, S100A4 MyoIIA 2, Xi reactivation 0.0, RAD54 branch -2, ERAP1 HTS inh 1 and RAD52 inh 0.
CCOC(=O)C1CCCN(C(=O)CCCn2nnnc2CN2CCC(C)CC2)C1 (stereo unspecified) was read as E-sel inducer 1.1, esBAF inh 4, ERp5 block -4, S100A4 MyoIIA -4, Xi reactivation 0.0, RAD54 branch -4, ERAP1 HTS inh -4 and RAD52 inh -10.
For CCOc1ccc2nc(NC(=O)CC3Oc4ccccc4NC3=O)sc2c1 (stereo unspecified) the results were E-sel inducer 1.9, esBAF inh 13, ERp5 block -3, S100A4 MyoIIA -23, Xi reactivation 0.0, RAD54 branch -12, ERAP1 HTS inh -5 and RAD52 inh -6.
`COC(=O)c1sccc1Oc1c(Cl)cccc1[N+](=O)[O-]` gave ERp5 block 2, S100A4 MyoIIA -2, Xi reactivation 0.0, ERAP1 HTS inh 1 and RAD52 inh -7.
For COc1ccccc1OCC(O)CN1CCN(CC(=O)Nc2c(C)cccc2C)CC1 (stereo unspecified) the results were E-sel inducer inconclusive, esBAF inh -3&1, ERp5 block -1&-7, S100A4 MyoIIA -4&49, Xi reactivation -0.1&0.1, RAD54 branch -21&-5, ERAP1 HTS inh -5&-6 and RAD52 inh 6&-15.
Screening COCc1cccc(-c2csc(C(O)c3ccccc3)n2)c1 (stereo unspecified) returned E-sel inducer -0.2, esBAF inh 53*, ERp5 block 0, S100A4 MyoIIA -7, Xi reactivation 0.0, RAD54 branch -10, ERAP1 HTS inh -4 and RAD52 inh -10.
O=C1NC2(CCCCC2)C(=O)N1c1ccc(Cl)cc1 was read as esBAF inh 1, ERp5 block 1, S100A4 MyoIIA -6, Xi reactivation 0.1, RAD54 branch -18, ERAP1 HTS inh -2 and RAD52 inh 6.
COc1ccccc1NC(=O)Nc1ccc2c(c1)C(=O)N(C)C[C@@H](OC)[C@@H](C)CN(C)[C@H](C)CO2 was read as E-sel inducer -0.2, esBAF inh 14, ERp5 block 1, S100A4 MyoIIA -4, Xi reactivation -0.4, RAD54 branch -42 and RAD52 inh 9.
For NC(=O)NC(CC(=O)NCCCc1ccccc1)c1ccc(Cl)cc1 (stereo unspecified) the results were E-sel inducer 1.8, esBAF inh -5, ERp5 block 4, S100A4 MyoIIA 41, Xi reactivation -0.1, RAD54 branch 0, ERAP1 HTS inh -2 and RAD52 inh -12.
COc1ccccc1NC(=O)Nc1ccc(C)cn1 was read as esBAF inh 14, ERp5 block 3, S100A4 MyoIIA -4, Xi reactivation 0.0, RAD54 branch -3, ERAP1 HTS inh 5 and RAD52 inh -3.
Screening CC1CC(C)CN(CCCNC(=O)c2ccc3c(c2)N(Cc2ccccc2)C(=O)c2ccccc2S3=O)C1 (stereo unspecified) returned esBAF inh -4, ERp5 block -5, S100A4 MyoIIA -3, Xi reactivation 0.1, RAD54 branch -13, ERAP1 HTS inh -1 and RAD52 inh -1.
O=C(Nc1ccncc1)C1CCN(S(=O)(=O)c2ccccc2C(F)(F)F)CC1 was read as E-sel inducer 1.7, esBAF inh 2, ERp5 block 6, S100A4 MyoIIA 7, Xi reactivation 0.0, RAD54 branch 8, ERAP1 HTS inh -6 and RAD52 inh -2.
COc1ccc(-c2nc(CN3CCN(Cc4ccccc4)CC3)c(C)o2)cc1 was read as E-sel inducer 0.0, esBAF inh -13, ERp5 block 1, S100A4 MyoIIA 0, Xi reactivation 0.2, RAD54 branch 0, ERAP1 HTS inh -3 and RAD52 inh -4.
Screening COCC(=O)Nc1ccc2c(c1)C(=O)N(C)[C@H]1CC[C@@H](CC(=O)NC3Cc4ccccc4C3)O[C@H]1CO2 returned E-sel inducer 0.8, esBAF inh 4, ERp5 block -3, S100A4 MyoIIA -5, Xi reactivation 0.0, RAD54 branch -8, ERAP1 HTS inh -1 and RAD52 inh -6.

Compound activity: PubChem, Broad Institute
